# Kir21 block: inhibitors of mouse Kir2.1 inward-rectifier potassium channel; B-score at 10 µM; 0.85% of 310,000 active; HEK293-Kir2.1, FluxOR thallium flux fluorescence; stronger effect = lower value; AID 1672;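 active = fluorescence ratio B-score at or below minus 3 SD of library scores, with starting-brightness B-score within 2 SD, cut at about -4.2 in these data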;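 note: channel flux triggered by added potassium and thallium sulfate stimulus; B-score of peak minus minimum fluorescence over baseline after thallium stimulus; more negative B-score means stronger Kir2.1 block with less thallium influx; some compounds called inactive have numbers as strong as hits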
# Target sequence (P35561 whole entry, looked up): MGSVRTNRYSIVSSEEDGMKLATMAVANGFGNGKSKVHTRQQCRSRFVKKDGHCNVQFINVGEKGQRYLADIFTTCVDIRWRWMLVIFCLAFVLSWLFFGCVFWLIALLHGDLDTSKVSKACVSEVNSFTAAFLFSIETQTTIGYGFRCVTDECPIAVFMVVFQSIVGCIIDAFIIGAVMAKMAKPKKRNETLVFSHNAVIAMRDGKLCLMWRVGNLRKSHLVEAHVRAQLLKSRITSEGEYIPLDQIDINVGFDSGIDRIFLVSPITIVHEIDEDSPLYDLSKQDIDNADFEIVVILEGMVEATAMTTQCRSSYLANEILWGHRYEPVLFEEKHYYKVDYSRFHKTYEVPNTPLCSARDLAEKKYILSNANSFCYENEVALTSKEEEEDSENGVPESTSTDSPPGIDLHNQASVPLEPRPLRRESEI
# STK33 inh: blocks human STK33 kinase activity. Q9BYT3. inhibition, % at 10 µM. purified STK33, MBP phosphorylation, ADP-Glo luminescence. AID 2661. 0.073% of 320,000 active;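 active = inhibition at or above 25%, using the most active replicate where run in duplicate; inactive = inhibition below 25%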
# Target sequence (Q9BYT3 whole entry, looked up): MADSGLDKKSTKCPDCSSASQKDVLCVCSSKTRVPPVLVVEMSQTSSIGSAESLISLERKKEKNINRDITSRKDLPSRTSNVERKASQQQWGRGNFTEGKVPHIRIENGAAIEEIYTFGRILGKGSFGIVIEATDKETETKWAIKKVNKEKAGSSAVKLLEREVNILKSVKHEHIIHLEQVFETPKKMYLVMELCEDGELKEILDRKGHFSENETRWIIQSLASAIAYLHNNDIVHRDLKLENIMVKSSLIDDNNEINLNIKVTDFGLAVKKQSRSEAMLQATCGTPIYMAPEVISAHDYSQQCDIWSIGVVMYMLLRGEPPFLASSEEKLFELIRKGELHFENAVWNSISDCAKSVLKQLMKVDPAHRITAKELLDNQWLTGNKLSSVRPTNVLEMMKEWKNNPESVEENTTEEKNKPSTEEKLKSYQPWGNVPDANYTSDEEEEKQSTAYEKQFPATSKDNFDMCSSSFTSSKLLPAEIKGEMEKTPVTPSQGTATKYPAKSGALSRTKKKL
# * = called active by the depositor; nt = no result given.
Kir21 block,STK33 inh,smiles
nt,-0.4,CC(C)(C)OC(=O)NCc1ccc(NC(=O)c2nc[nH]c2C(=O)NCCCNC(=O)c2[nH]cnc2C(=O)Nc2ccc(CNC(=O)OC(C)(C)C)cc2)cc1
1.62,0.2,Cc1cc(C)c(C(=O)C[n+]2cccc(C(N)=O)c2)c(C)c1
-0.06,0.0,O=C(Nc1ccccc1Cl)C(=O)c1cn(CC(=O)N2CCOCC2)c2ccccc12
-1.52,-0.7,O=C(OC(C(=O)Nc1cc(Cl)cc(Cl)c1)c1ccccc1)C1=COCCO1 (stereo not given)
-1.95,nt,Cc1cc(C)n(CC(=O)Nc2ccc3c(c2)OCO3)c(=O)c1C#N
0.51,0.0,O=C(COC(=O)C1CC2C=CC1C2)Nc1cccc(S(=O)(=O)N2CCOCC2)c1 (stereo not given)
-0.46,-2.9,Cc1csc(N(C)C(=O)CSc2nnc(COc3ccccc3C)o2)n1
0.4,-0.3,Cc1ccc2nc(C(O)C(O)c3nc4ccc(C)cc4[nH]3)[nH]c2c1 (stereo not given)
0.72,-0.8,COc1ccc(NS(=O)(=O)c2cccc(NC(=O)c3ccc(S(=O)(=O)N4CCCCCC4)cc3)c2)cc1
-2.85,-0.2,COc1cc(CN2CCN(Cc3ccc(C)cc3)CC2)c([N+](=O)[O-])cc1OC
-2.18,-0.5,COc1ccccc1CN(C)CC(=O)Nc1cccc2ccccc12
-0.76,0.2,Cc1ccc(S(=O)(=O)N2CCCN(S(=O)(=O)c3ccc(C)c(C)c3)CC2)cc1C
-0.96,-0.4,Cc1ccc(S(=O)(=O)N2CCC(C(=O)NNC(=O)c3ccccc3O)CC2)cc1C
-0.12,-0.4,Cc1[nH]n(C2=NCCS2)c(=O)c1N=Nc1ccccc1
-0.22,-1.0,NC(=O)c1c(NC(=O)c2c(F)cccc2F)sc2c1CCN(Cc1ccccc1)C2
nt,2.6,Cc1ccccc1C1C2=C(Nc3[nH]n(-c4ccccc4)c(=O)c31)c1ccccc1C2=O (stereo not given)
-1.19,0.6,CCn1c(SCc2nc3ccccc3c(=O)[nH]2)nnc1-c1cccnc1
-2.26,1.1,COc1cccc(CNC(=O)Cn2ccc3cc(S(=O)(=O)N4CCCC4)ccc32)c1
-0.48,-1.5,Cc1cc(C)n(-c2cccc(CN(C)Cc3nc(-c4cnccn4)no3)c2)n1
0.28,-1.0,Oc1cccc(C(=S)N2CCN(Cc3ccccc3)CC2)c1
-0.24,-0.3,CNC(=O)CSc1nnc(-c2ccco2)n1-c1ccccc1OC
-0.76,-0.8,CCCN1C(=O)/C(=C/c2cc(C)n(C)c2C)SC1=Nc1ccc(OC)cc1
-1.79,-0.6,Cc1ccccc1Nc1nc(N)nc(CCl)n1
-0.05,-0.1,CN(c1ccc(C(=O)NCc2ccccn2)cc1)S(=O)(=O)c1ccc(Cl)cc1
0.58,-0.6,Cc1cc(C)cc(NC(=S)N=Nc2c(O)n(C)c3ccc(S(=O)(=O)N4CCOCC4)cc23)c1
-1.26,-0.1,CCN1CCN(C(CNS(=O)(=O)c2ccc(Cl)cc2)c2ccccc2)CC1 (stereo not given)
0.54,0.7,Cc1ccc(NC(=O)c2sc3nc(C)nc(N4CCN(c5ccccn5)CC4)c3c2C)c(C)c1
1.27,-2.5,CC1(c2nnc(-c3ccc(Cl)cc3)o2)CC(c2ccncc2)=NO1 (stereo not given)
1.39,-1.8,CCc1nnc(NC(=O)CSc2nnc(-c3ccccc3O)n2-c2ccc(C)cc2C)s1
-0.84,-0.3,COc1ccc(CNC(=O)COC(=O)CN2C(=O)COc3ccccc32)cc1

# 2 of the compounds above, bar-delimited.
molecule | Kir21 block | STK33 inh
CNC(=O)CSc1nnc(-c2ccco2)n1-c1ccccc1OC | -0.24 | -0.3
CCCN1C(=O)/C(=C/c2cc(C)n(C)c2C)SC1=Nc1ccc(OC)cc1 | -0.76 | -0.8

# Entries of single compounds as entered above.
# COc1cccc(CNC(=O)Cn2ccc3cc(S(=O)(=O)N4CCCC4)ccc32)c1 is listed with Kir21 block = -2.26; STK33 inh = 1.1
# Cc1cc(C)n(-c2cccc(CN(C)Cc3nc(-c4cnccn4)no3)c2)n1 is listed with Kir21 block = -0.48; STK33 inh = -1.5
# Cc1ccc(S(=O)(=O)N2CCCN(S(=O)(=O)c3ccc(C)c(C)c3)CC2)cc1C is listed with Kir21 block = -0.76; STK33 inh = 0.2

# The listing picks up; the five compounds before the break are reprinted first.
Kir21 block,STK33 inh,smiles
-1.26,-0.1,CCN1CCN(C(CNS(=O)(=O)c2ccc(Cl)cc2)c2ccccc2)CC1 (stereo not given)
0.54,0.7,Cc1ccc(NC(=O)c2sc3nc(C)nc(N4CCN(c5ccccn5)CC4)c3c2C)c(C)c1
1.27,-2.5,CC1(c2nnc(-c3ccc(Cl)cc3)o2)CC(c2ccncc2)=NO1 (stereo not given)
1.39,-1.8,CCc1nnc(NC(=O)CSc2nnc(-c3ccccc3O)n2-c2ccc(C)cc2C)s1
-0.84,-0.3,COc1ccc(CNC(=O)COC(=O)CN2C(=O)COc3ccccc32)cc1
-0.16,-0.6,C=C1/C(=C\C=C2/CCC[C@]3(C)[C@@H]([C@H](C)/C=C/[C@@H](O)C4CC4)CC[C@@H]23)C[C@@H](O)C[C@@H]1O
0.41,-1.4,COc1ccc(NC(=O)C2CCN(C(=O)c3ccc(OC)cc3)CC2)cc1
-0.96,-0.6,COc1ccc(N2C(=O)C(F)(F)C2c2ccc(C)cc2)cc1OC (stereo not given)
-1.8,-0.8,O=C1CC(=O)C(n2cncn2)C(c2ccc(Cl)cc2Cl)C1 (stereo not given)
nt,0.1,CC(Oc1cccc(Cl)c1)C(=O)NNC(=O)c1cccnc1 (stereo not given)
-2.74,-0.1,CCCc1cc(=O)[nH]c(SCC(=O)c2cc(C)n(C(C)COC)c2C)n1 (stereo not given)
2,1.0,CC(C)c1ccc(C(=O)NCCCN(C)C)cc1
-1.33,-0.3,COCCn1c(SCCCc2ccccc2)nc2c1c(=O)[nH]c(=O)n2C
2.58,-2.8,COC(=O)c1ccccc1NC(=O)CSc1nnc(C(CO)NC(=O)c2ccccc2)n1C (stereo not given)
0.74,0.5,N#C/C(=C\c1ccc(O)cc1)C(=O)N1CCCC1
-0.28,-1.1,NC(Cc1ccc(Oc2ccc(O)cc2)cc1)C(=O)O (stereo not given)
-1.36,-0.4,S=C1Cc2ccccc2C(c2ccc(Cl)cc2)N1 (stereo not given)
-1.59,-0.4,CC#CC[N+](C)(C)CCCCCCCCCC
-2.34,-0.5,CCOc1ccccc1NC(=O)CSc1nnc(-c2ccccn2)n1Cc1ccco1
nt,-0.8,CC1=C(C(=O)OCc2ccccc2)C(c2ccc(-c3ccccc3)cc2)NC(=O)N1CCCCCC(=O)O (stereo not given)
-0.21,-0.7,CC12CC3CC(C)(C1)CC(C(=O)N1CCN(C(=O)c4ccco4)CC1)(C3)C2
1.08,0.3,O=C(c1ccco1)n1nc(-c2ccco2)nc1SCc1ccccc1
-1.14,-0.8,COc1ccc(/C=C2\SC(=O)N(CC(=O)Nc3ccc(O)cc3)C2=O)cc1OC
-0.92,0.6,C(=C\c1cccc2ccccc12)/c1nnc(-c2cccs2)o1
nt,0.2,Cc1cc(C)cc(C(=O)NCC(=O)OCC(=O)c2c(N)n(C)c(=O)n(C)c2=O)c1
0.37,-1.0,CCOC(=O)c1cccc(NC(=O)C2(S(=O)(=O)c3ccc(Cl)cc3)CC2)c1
0.02,-0.2,CC(C)N1CCC(=NNC(=O)c2cccs2)CC1
-0.39,-2.1,CC1(C)CC(=O)C2=C(C1)N(c1ccc(Cl)cc1)C(=O)C2(O)C(F)(F)F (stereo not given)
-3.78,52.5*,COc1ccc(N=Cc2c(O)[nH]c3ccccc23)cc1OC
-1.05,-2.7,Cc1[nH]c2ccccc2c1/C=N/Nc1ccc([N+](=O)[O-])cc1S(=O)(=O)Nc1ccc(Cl)cc1
-0.47,0.0,COc1cc([N+](=O)[O-])ccc1NC(=O)CC(C)C
1.48,-1.7,CCN(CC(=O)Nc1ccc(NC(C)=O)cc1)C(=O)CSCc1c(C)noc1C
0.12,-0.9,CC1=C(C(=O)Nc2ccccc2C)C2(CCCCC2)C(C(N)=O)C(=S)N1 (stereo not given)
1.93,1.8,BrC(=C\c1ccccc1)/C=N/N1CCN(c2ccccc2)CC1
1.35,3.6,Cc1cc(C)n2ncc(C(=O)NCCc3ccccc3)c2n1

# (listing goes on)
Kir21 block,STK33 inh,smiles
0.41,0.8,COC(=O)c1ccc[n+](CC(=O)Nc2ccc(OC(F)F)cc2)c1
0.99,0.8,Cc1cnc(NC(=O)CSc2nnc(COc3ccccc3)o2)s1
0.07,-0.2,O=C(NC1CCCCC1)C1CCCN(S(=O)(=O)c2ccc(Br)s2)C1 (stereo not given)
0,-1.8,COC(=O)C1(O)CC(C(C)C)=NN1C(=O)c1ccc(Cl)cc1 (stereo not given)
-0.82,0.2,CC(C)(CO)CN1CCC(n2nccc2NC(=O)C2CCCC2)CC1
nt,0.2,COCCN(C(=O)CCCc1nc2ccccc2s1)c1c(N)n(CC(C)C)c(=O)[nH]c1=O
nt,0.2,O=S(=O)(NCc1ccc(F)cc1)c1ccccc1Br
-0.19,-1.4,CC(=O)Nc1cccc(C(=O)OCC(=O)c2ccccc2Cl)c1
-0.33,-0.9,COc1ccc(C(=O)OCC(=O)N2CCCCC2)cc1[N+](=O)[O-]
-0.06,nt,CCN(CC)c1ccc(-c2nc3cnccc3n2C)cc1
-0.06,0.9,NC(=O)CSc1nnc(Cn2c(=O)sc3ccccc32)n1-c1ccccc1
nt,-0.5,Cc1nc2ccc(NS(=O)(=O)c3ccccc3F)cc2s1
0.29,0.6,CCN(CC)S(=O)(=O)c1ccc(OC)c(NC(=O)c2cc(=O)[nH]c3ccccc23)c1
2.62,-0.6,COc1cccc(OCc2cc(C(=O)NCCN3CCCCC3CO)no2)c1 (stereo not given)
nt,-2.2,CN1CCN(CC(=O)O)CC1
-2.63,-1.5,Cc1c(-c2ccccc2)n[nH]c1C(=O)N=Nc1c(O)[nH]c2ccccc12
nt,-0.6,CCOC(=O)C1CCCN(c2nc3ccccc3nc2NS(=O)(=O)c2ccc(C)cc2)C1 (stereo not given)
-0.69,0.0,CC(=O)Nc1ccc(-n2cc(-c3ccccc3)[nH]c2=S)cc1
0.38,-2.9,O=C(N/N=C/c1ccc(-c2ccc([N+](=O)[O-])cc2)o1)c1cccnc1
-0.04,0.8,COc1ccc(C)cc1NC(=O)CSc1nnc(-c2cc3cccc(OC)c3o2)n1N
1.1,-1.8,COc1cc(OC)c2ccc(=O)oc2c1C(CC(=O)N1CCOCC1)c1ccc(N(C)C)cc1 (stereo not given)
0.65,0.3,CCOC(=O)C1(Cc2cccc(F)c2)CCN(Cc2cnn(CC)c2)CC1
0.05,0.6,CCSc1ccc(C(=O)Nc2cccc(C)n2)cc1[N+](=O)[O-]
-1.82,0.3,CCOc1ccc(OCC)c(NC(=O)c2nnn(CC(=O)Nc3cc(C)cc(C)c3)c2N)c1
-1.69,-1.5,COc1ccc(CCNC(=O)COC(=O)c2cc(OC)c(OC)cc2OC)cc1OC
-1.62,-1.0,Cc1ccc(C(=O)OCC(=O)N2CCOCC2)c(C)c1
-2.8,0.3,CCc1ccc(NC(=O)C/C(C)=N/NC(=O)COc2ccc(C)cc2Br)cc1
-0.3,nt,O=C(O)/C=C/C(=O)NCCc1ccccc1
-0.08,5.8,COC(=O)c1cc(Nc2cc(C)c3c(O)cccc3n2)cc(C(=O)OC)c1
0.11,1.5,O=C(N/N=C/c1ccccn1)c1cc(C2CC2)[nH]n1

# (further entries)
Kir21 block,STK33 inh,smiles
1.25,-0.5,Cc1c(CCC(=O)NCC(=O)NCC(=O)O)c(=O)oc2cc3oc4c(c3cc12)CCCC4
1.69,-2.1,COc1cccc(CNC(=O)c2csc3c2CCCC3)c1
-0.61,-0.2,COC(=O)c1c(NC(=O)c2ccccc2)sc(C(N)=O)c1C
-0.08,0.5,COc1ccc(S(=O)(=O)N2CCc3ccccc32)cc1C(=O)OCc1nnc(-c2ccccc2)o1
-0.06,nt,Cc1sc(NC(=O)C2=COCCO2)c(C(N)=O)c1C
nt,-1.0,CC(=O)CSc1ccc(S(=O)(=O)N2CCN(C)CC2)cn1
-0.62,-1.0,CN1CCc2c1nc1ccccc1c2N (tested in a mixture with another compound)
-0.59,-0.1,CCOc1ccccc1CN1C(=O)C2(OCCO2)c2ccccc21
1.72,-0.4,C=CCSc1n[nH]c(-c2ccc(OC)cc2)n1
nt,-0.3,CC(NC(=O)COC(=O)c1ccc(S(=O)(=O)N2CCOCC2)cc1)c1ccccc1 (stereo not given)
-1.21,-0.2,CN(CCC#N)C(=O)COC(=O)c1ccc(Cl)c(S(N)(=O)=O)c1
0.61,-0.9,O=C1C=C(c2ccc(F)nc2)CCC1
-0.23,0.5,COc1ccc(CC(NC(C)=O)C(=O)NC2CCN(C(=O)c3ccc([N+](=O)[O-])cc3)CC2)cc1OC (stereo not given)
2.08,0.8,CCOC(=O)c1c(NC(=O)CSc2ncn[nH]2)sc(C(=O)N(C)C)c1C
-0.56,-2.5,CC(C)CN(C#N)c1nc(N2CCOCC2)nc(N2CCOCC2)n1
nt,0.3,O=C(COC(=O)Cc1ccsc1)Nc1ccc(Cl)cn1
-0.19,-0.6,CN(CCN1CCc2ccccc2C1)Cc1nc(-c2ccc3c(c2)OCO3)no1
-4.54,-1.1,CCCCOc1ccc(NC(=O)c2cc(F)c(F)cc2Cl)cc1
nt,0.0,CC(=O)Nc1ccc(NC(=O)C(C)Oc2ccccc2C(=O)NCc2ccccc2)cc1 (stereo not given)
-1.21,-0.9,Cc1noc(NS(=O)(=O)c2ccc(NC(=O)C(C)C)cc2)c1C
-1.07,-0.5,Cc1cc(-c2nnco2)c(C)n1-c1ccccc1
-0.06,1.5,C(=N\n1cnc2ccccc21)/c1cccnc1
0.51,-0.7,CC(C)C(=O)Nc1ccc(-c2ccc3nncn3n2)cc1
0.05,0.7,O=C(CN1CCN(Cc2ccccc2Cl)C1=O)N1CCCCCC1

# Assay outcomes as filed in PubChem.
